BioA inh – inhibitors of Mycobacterium tuberculosis BioA enzyme; inhibition, % at 9.99 µM; AID 602481; purified M. tuberculosis BioA enzyme, plate reader; 360,000 compounds, 0.096% hits; in the data active = inhibition above about 40%; inconclusive = no clear call, values can overlap the other calls
Mtb UGM inh – inhibitors of M. tuberculosis UDP-galactopyranose mutase; 320,000 compounds, 0.06% hits; inhibition, % at 10 µM; purified UGM, fluorescence polarization probe displacement; P9WIQ1; in the data active = inhibition above about 10%, passing the limit was not always enough; inconclusive = no clear call, values can overlap the other calls
Target sequence (P9WIQ1 whole entry, looked up): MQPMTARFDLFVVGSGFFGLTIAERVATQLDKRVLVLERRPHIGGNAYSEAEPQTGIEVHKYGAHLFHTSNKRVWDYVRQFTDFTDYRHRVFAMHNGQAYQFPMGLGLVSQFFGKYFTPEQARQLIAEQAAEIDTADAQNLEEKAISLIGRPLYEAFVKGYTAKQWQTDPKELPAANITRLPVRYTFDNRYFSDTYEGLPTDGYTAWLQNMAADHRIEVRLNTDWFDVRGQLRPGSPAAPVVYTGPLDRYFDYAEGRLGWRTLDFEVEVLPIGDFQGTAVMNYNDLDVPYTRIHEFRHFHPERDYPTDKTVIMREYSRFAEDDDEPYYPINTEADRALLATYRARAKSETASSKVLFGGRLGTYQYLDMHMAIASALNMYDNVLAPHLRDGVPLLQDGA
MazEF act – MazEF (E. coli) toxin RNase activation. 350,000 compounds, 0.32% hits. P0AE70. activation, % at 20 µM. AID 504720. FAM/BHQ RNA-DNA oligo cleavage fluorescence, 5 h; in the data active = activation above about 50%
Target sequence (P0AE70 whole entry, looked up): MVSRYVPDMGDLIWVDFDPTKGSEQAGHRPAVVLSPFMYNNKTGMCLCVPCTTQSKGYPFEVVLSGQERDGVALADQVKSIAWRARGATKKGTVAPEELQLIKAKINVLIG
GDH-TPI counter – inhibits GDH-TPI coupling enzymes, artifact for Mtb FBA screen; GDH-TPI coupled enzyme counterscreen, NADH absorbance; inhibition, % at 4.8 µM; 360,000 compounds, 1.2% hits; AID 588335; in the data active = inhibition above about 30%;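 also: 0% = DMSO wells and 100% = wells lacking the enzyme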
FadD28 binding – M. tuberculosis FadD28 bisubstrate binding inhibition. FadD28 bisubstrate probe binding, fluorescence polarization. inhibition, % at 12.5 µM. 360,000 compounds, 0.22% hits. AID 588549; in the data active = inhibition above about 8.5%, passing the limit was not always enough; inconclusive = no clear call, values can overlap the other calls
FBA Mtb inh – inhibits M. tuberculosis FBA enzyme | inhibition, % at 1 µM | AID 588726 | purified M. tuberculosis FBA, fluorescence read-out | 360,000 compounds, 2.3% hits | P9WQA3; in the data active = inhibition above about 27%;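 also: 0% = vehicle and 100% = reference inhibitor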
Target sequence (P9WQA3 whole entry, looked up): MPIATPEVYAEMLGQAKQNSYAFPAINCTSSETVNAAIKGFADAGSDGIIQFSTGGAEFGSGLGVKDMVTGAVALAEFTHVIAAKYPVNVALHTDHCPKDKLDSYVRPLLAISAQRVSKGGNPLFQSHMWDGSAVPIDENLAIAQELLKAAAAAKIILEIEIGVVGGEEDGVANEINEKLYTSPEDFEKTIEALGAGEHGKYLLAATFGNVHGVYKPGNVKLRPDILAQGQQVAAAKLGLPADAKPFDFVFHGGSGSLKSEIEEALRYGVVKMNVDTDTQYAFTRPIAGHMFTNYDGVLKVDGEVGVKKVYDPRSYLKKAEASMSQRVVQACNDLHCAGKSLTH
BoNT-F LC inh – blocks Botulinum neurotoxin F light chain protease; Multiplex microsphere protease cleavage assay, flow cytometry; 360,000 compounds, 0.22% hits; inhibition, % at 10 µM; AID 588497; in the data active = inhibition above about 35%, passing the limit was not always enough; inconclusive = no clear call, values can overlap the other calls; also: plate controls were buffer without enzyme for full effect and enzyme alone for no effect
PrPC TRFRET – inhibitors of human cell surface prion protein PrPC; P04156; TR-FRET read-out; inhibition, % at 13.8 µM; 370,000 compounds, 0.43% hits; in the data active = inhibition above about 24%; also: 0% = median of the test wells and 100% = reference compound wells
Rv3671c inh – Rv3671c (M. tuberculosis) protease inhibition | P9WHR9 | AID 2606 | inhibition, % at 5.96 µM | 320,000 compounds, 0.048% hits; in the data active = inhibition above about 38%;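 also: extracellular domain of Rv3671c used as enzyme; 0% = enzyme with DMSO and 100% = no enzyme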
* marks the source's active call; other numbers are inactive results; ? = inconclusive; · = not tested or not shown.

SMILES	BioA inh	Mtb UGM inh	MazEF act	GDH-TPI counter	FadD28 binding	FBA Mtb inh	BoNT-F LC inh	PrPC TRFRET	Rv3671c inh
Cn1c(=O)oc2cc(S(=O)(=O)NCc3ccc(C(=O)O)cc3)ccc21	-2.8	3.1	-86.1	8.9	-1.0	5.9	-10.7	1.5	-5.6
Cc1ccc(NCC(=O)c2ccc([N+](=O)[O-])cc2)cc1	·	1.4	-0.2	6.8	-3.0	-2.0	-14.6	·	10.2
CC1(C)Cc2nc3sc4c(=O)n(Cc5ccccc5)cnc4c3cc2CS1	-0.9	-0.6	-2.1	10.2	-1.5	-1.8	11.7	2.8	-12.6
Cc1ccc(-n2nc3c(=O)n(C(C)C(=O)NCCc4cccs4)nc(C)c3c2C)cc1 (stereo not given)	17.9	-0.2	7.8	-1.5	-3.2	-1.7	-4.8	·	3.7
c1ccc2[nH]cnc2c1	-5.6	1.6	1.0	15.9	0.2	4.7	1.7	-0.4	5.0
COc1ccc(OC)c(CCNC(=O)CCc2nnc3ccc(N4CCCC4)nn23)c1	1.0	-0.1	6.6	10.2	-1.0	6.5	-2.3	-2.0	3.9
COC(=O)c1ccc(CSc2nc(-c3ccco3)cc(C(F)(F)F)n2)o1	2.3	-1.2	-3.1	21.2	-5.6	-6.9	-10.6	2.5	-2.9
[O-]/[N+](=C\c1ccccc1)[C@@H]1CCCC[C@@H]1/[N+]([O-])=C/c1ccccc1	1.2	-2.0	6.7	11.5	-0.4	5.1	-8.0	-1.3	2.5
CN(CC(=O)Nc1ccc(F)cc1)CC(=O)N1CCc2ccccc21	2.0	·	1.3	-1.4	-2.5	-2.5	4.3	-8.2	·
CCOc1ccc(OCC)c(NC(=O)CSCC(=O)O)c1	·	0.9	5.6	-5.9	-3.4	2.3	-0.9	0.1	1.7
O=C(O)C1CCN(c2ccc(S(=O)(=O)N3CCOCC3)cc2[N+](=O)[O-])CC1	·	-1.7	0.2	-2.5	-2.4	-1.6	5.8	-2.7	-5.8
O=C(Nc1ccccc1[N+](=O)[O-])C1C(c2ccccc2)=C1c1ccccc1	-0.2	-1.6	2.1	0.0	-3.5	6.7	-36.3	-0.4	1.4
NS(=O)(=O)c1ccc(NS(=O)(=O)/C=C/c2ccccc2)cc1	-0.1	-2.0	-0.7	4.6	-1.9	-1.4	-3.1	5.6	0.0
CC1CCc2c(sc3nc(CN4CCN(S(=O)(=O)c5ccccc5[N+](=O)[O-])CC4)[nH]c(=O)c23)C1 (stereo not given)	·	2.5	-1.9	-1.5	-2.7	0.3	2.0	-0.8	-31.4
CC(C)C[C@@H](CN1CCC[C@@H]1CN1C(=O)C(=O)NC[C@@H]1Cc1ccccc1)N1C[C@H](Cc2ccc(O)cc2)N(CCc2ccccc2)C(=O)C1=O	-0.2	·	4.3	5.2	-0.1	-1.1	-3.6	3.2	·
Cc1ncoc1C(=O)Nc1cccc(Cl)c1	1.4	0.3	6.0	3.5	-2.1	-0.1	-2.9	·	3.1
COc1cc2c(cc1OC)CN(C(C)C(=O)N1CCc3ccccc31)CC2 (stereo not given)	4.8	-0.4	2.3	0.0	-0.1	4.4	-2.3	1.4	-1.3
CSCC[C@H](NC(=O)OC(C)(C)C)c1nnc(SCc2ccc(F)cc2)o1	-1.6	1.2	-1.5	4.1	-0.3	0.4	-14.3	-1.4	-3.5
O=C(CNC(=S)N(CCCN1CCOCC1)Cc1cccs1)NCCN1CCOCC1	0.2	-0.5	3.2	13.6	-1.7	1.1	-4.6	-2.7	0.7
O=C(NC1CCCC1)C1CC(=O)N(C2CCCCCCC2)C1 (stereo not given)	0.7	0.0	-2.7	-4.1	-2.7	-1.0	-3.6	0.0	1.9
C[C@@H]1CN(Cc2cn(C)nc2-c2cccc(Cl)c2)C[C@H](C)O1	·	-1.7	-23.2	-2.9	-2.8	3.2	2.8	1.8	-3.0
O=C(O)c1ccc(-n2cccc2/C=C2/SC(=O)N(CC(=O)N3CCCC3)C2=O)cc1	1.0	1.8	2.9	11.5	-0.6	-4.3	-1.5	-23.9	6.2
Cc1c(NC(=O)COC(=O)CCc2c[nH]c3ccccc23)c(=O)n(-c2ccccc2)n1C	-0.6	2.9	10.6	6.3	-1.0	-2.1	-13.7	0.6	-3.2
CC(CN(C)Cc1ccccc1)OC(=O)C1COc2ccccc2O1 (stereo not given)	-0.3	3.5	4.4	-1.0	-4.6	-1.1	0.8	0.0	1.4
Cc1cc(C(=O)CN2C(=O)NC(C)(c3ccc(F)c(F)c3)C2=O)c(C)n1C1CC1 (stereo not given)	4.1	·	-3.0	8.9	-3.4	-3.5	-3.6	-0.3	·
Cc1ccc(NC(=S)NC(NC(=O)Cc2cccc3ccccc23)C(Cl)(Cl)Cl)cc1 (stereo not given)	1.0	1.2	4.8	-2.6	-4.6	-5.7	-5.3	-0.4	-58.1
Fc1ccc(CSc2nc3ccccc3[nH]2)c2ccccc12	·	0.5	53.5*	6.1	-0.9	1.3	-2.4	-10.8	-16.1
Cn1ccc(O)c(C#N)c1=O	-1.9	-1.4	7.8	-2.0	-1.6	1.0	-2.1	-2.0	-6.9
COC(=O)[C@@H](Cc1ccccc1)NC(=O)NCCc1ccc(OC)c(OC)c1	-1.0	-1.3	-2.1	-4.0	-1.2	0.0	6.9	7.2	-2.2
CCOC(=O)C(Cc1ccccc1)C(=O)Nc1ccc(NC(=O)C(Cc2ccccc2)C(=O)OCC)cc1 (stereo not given)	-1.0	-3.1	3.4	3.0	0.5	-2.1	-6.5	-5.0	-43.8
O=C(Nc1ccc(C(=O)N2CCC(O)(c3ccc(Cl)c(C(F)(F)F)c3)CC2)cc1)c1ccc(Br)o1	-1.5	4.2	0.8	2.2	-6.5	-1.4	-1.4	0.8	-38.8
C=CCNc1nc(NCc2cccc(OC)c2)c2sc(-c3ccccc3)cc2n1	-0.4	·	·	15.6	-14.7	1.0	-5.4	8.4	·
CC1CC(C)(C)CC2(C1)NC(=O)N(CC(=O)N1CCN(S(=O)(=O)c3cccc(F)c3)CC1)C2=O (stereo not given)	·	2.4	3.5	14.0	-0.2	3.4	1.8	11.6	-3.2
Cc1ccc(NC(=O)CCN2CCN(C)CC2)cc1	-4.4	-0.8	-8.7	11.2	0.1	-1.2	?	-3.3	-0.8
CCOC(=O)N1CCC(NC(=O)c2cc(C(=O)Nc3ccc(F)cc3F)ccc2CO)CC1	-3.2	0.7	5.7	9.3	-0.2	2.8	-7.8	-0.9	0.4
O=C(CSc1ccc2ccccc2c1)NCc1cccs1	·	2.1	0.0	2.6	-1.3	0.5	-2.9	6.3	-1.7
C=CCNc1nc2ccccc2c(=O)[nH]1	0.0	1.5	-1.8	10.1	0.0	11.3	-8.4	3.3	7.1
Cn1cc(CC(=O)N2CCN(c3ccc(Cl)cc3)CC2)c2ccccc21	0.9	0.8	-2.8	6.8	-3.0	3.9	-7.2	-3.1	-0.8
CCC(=O)n1nc(-c2ccc(Cl)cc2)nc1SC	-0.2	-2.5	-0.1	-4.3	-1.5	-8.5	·	3.4	-1.9
Cc1cc(C)c(S(=O)(=O)c2ccccc2Cl)c(Cl)n1	·	0.5	·	-1.9	-5.0	0.3	4.7	8.5	-1.8

Entries shown so far that have a CF3 group:
SMILES	BioA inh	Mtb UGM inh	MazEF act	GDH-TPI counter	FadD28 binding	FBA Mtb inh	BoNT-F LC inh	PrPC TRFRET	Rv3671c inh
COC(=O)c1ccc(CSc2nc(-c3ccco3)cc(C(F)(F)F)n2)o1	2.3	-1.2	-3.1	21.2	-5.6	-6.9	-10.6	2.5	-2.9
O=C(Nc1ccc(C(=O)N2CCC(O)(c3ccc(Cl)c(C(F)(F)F)c3)CC2)cc1)c1ccc(Br)o1	-1.5	4.2	0.8	2.2	-6.5	-1.4	-1.4	0.8	-38.8

(continued)
SMILES	BioA inh	Mtb UGM inh	MazEF act	GDH-TPI counter	FadD28 binding	FBA Mtb inh	BoNT-F LC inh	PrPC TRFRET	Rv3671c inh
NC(=O)C1CCN(C(=O)CNC(=O)c2ccccc2)CC1	-0.8	0.7	4.9	-0.3	-0.8	-1.5	-1.2	-5.8	1.5
O=C1[C@@H]2CSCN2C(=O)CN1Cc1ccccc1F	·	1.8	0.3	13.7	-0.1	1.8	10.3	4.3	1.6
CN(CC(=O)O)S(=O)(=O)c1ccc(F)cc1	-0.2	-1.3	-14.0	-4.5	-1.2	0.6	-9.3	-2.4	-0.1
O=C1CCc2cc(S(=O)(=O)Nc3ccccc3F)ccc2N1	1.6	-1.6	1.9	8.6	-1.4	0.7	0.7	-3.0	-3.7
Cc1cccc(Nc2nnc(SCC(=O)NC(=O)CN3CCCC3=O)s2)c1	-3.8	0.1	4.9	11.8	-1.2	2.7	-8.1	6.1	-6.3
CCCN1C2=C(C(=O)CC(C)(C)C2)C(c2ccc(F)cc2)C2=C1c1ccccc1C2=O (stereo not given)	12.4	-1.8	2.3	2.4	-0.4	1.1	-5.0	-3.6	-5.5
Cc1cccc(C)c1NC(=O)c1cccc(N2C(=O)C3CCC(C)CC3C2=O)c1 (stereo not given)	-0.1	-1.0	3.7	5.6	-0.5	6.9	-6.3	-4.0	-3.0
Cc1cccc(C)c1NC(=O)C(c1ccccc1)N1CCN(C(=O)c2ccco2)CC1 (stereo not given)	·	0.6	-1.7	6.9	-3.4	1.4	1.7	-7.7	4.4
CC(=O)N1CC(c2ccccc2)C(c2ccc(Cl)cc2)=N1 (stereo not given)	4.1	2.4	-5.5	7.3	-3.3	7.2	-11.8	0.0	-4.9
O=C(CNC(=O)c1ccco1)Nc1ccc2c(c1)OCCO2	·	0.1	2.5	12.2	-1.2	-0.1	-4.2	-2.1	-5.6
O=C(O)CC1S/C(=N/N=C/c2ccccn2)NC1=O (stereo not given)	·	0.6	-15.8	24.5	-3.0	-3.6	-2.7	6.6	1.2
CCOC(=O)C1=C(C)Nc2nc3ccccc3n2C1c1ccncc1 (stereo not given)	-1.0	-0.5	-10.6	15.1	-2.3	1.8	-5.2	0.0	5.0
CC(=O)c1cccc(S(=O)(=O)Nc2ccccc2N2CCOCC2)c1	0.4	0.2	5.2	-1.9	-2.2	-0.9	-6.4	2.8	7.6
CC(C)OC(=O)CN1C(=O)C(C)(C)Oc2ccc(C(=O)NC3CC3)cc21	·	-3.6	-6.9	-1.7	-3.0	-0.9	-1.5	-2.6	-7.3
Cc1cc(C)cc(NC(=O)/C=C/c2ccc([N+](=O)[O-])s2)c1	·	1.5	17.2	7.9	0.9	1.3	-0.6	8.4	-9.9
CC(C)NC(=O)COC(=O)C1CSC2(c3ccc(Br)cc3)CCC(=O)N12 (stereo not given)	·	-0.4	11.1	-0.3	-3.0	2.4	-9.5	6.8	-10.5
Cc1cc(/C=C(\C#N)C(=O)NC2CCCCCC2)c(C)n1C	·	-0.4	-13.7	24.4	-2.2	3.4	-0.4	-8.6	2.5
Cc1nc(-c2ccc(Cl)cc2)sc1C1(C)CC(c2ccc(Cl)cc2)=NO1 (stereo not given)	-1.8	0.2	-3.7	4.4	-1.6	3.2	0.2	0.2	-9.6
CC(C)(C)C(=O)OCc1ccc(C2=CC(=O)CC(C)(C)C2=O)cc1	1.7	·	7.0	-5.2	-4.1	-3.0	-2.6	-4.4	·

Some of these compounds in order of formula weight, smallest number first:
SMILES	BioA inh	Mtb UGM inh	MazEF act	GDH-TPI counter	FadD28 binding	FBA Mtb inh	BoNT-F LC inh	PrPC TRFRET	Rv3671c inh
O=C(CNC(=O)c1ccco1)Nc1ccc2c(c1)OCCO2	·	0.1	2.5	12.2	-1.2	-0.1	-4.2	-2.1	-5.6
CN(CC(=O)Nc1ccc(F)cc1)CC(=O)N1CCc2ccccc21	2.0	·	1.3	-1.4	-2.5	-2.5	4.3	-8.2	·
CC(=O)c1cccc(S(=O)(=O)Nc2ccccc2N2CCOCC2)c1	0.4	0.2	5.2	-1.9	-2.2	-0.9	-6.4	2.8	7.6
Cn1c(=O)oc2cc(S(=O)(=O)NCc3ccc(C(=O)O)cc3)ccc21	-2.8	3.1	-86.1	8.9	-1.0	5.9	-10.7	1.5	-5.6
COc1cc2c(cc1OC)CN(C(C)C(=O)N1CCc3ccccc31)CC2 (stereo not given)	4.8	-0.4	2.3	0.0	-0.1	4.4	-2.3	1.4	-1.3

High-throughput results (PubChem)
